EP2 mod: EP2 receptor (human) modulation. P43116. EP2-expressing cells, cAMP HTRF FRET, PGE2 co-stimulation. induction, % at 25 µM. actives 0.83% (n = 260,000);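 active = compounds whose cAMP rise, as percent of the full-agonist control response, exceeds 60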;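 note: rat C6 glioma line stably carrying human EP2 under a CMV promoter; the protocol text gives 20 µM as final concentration; 100% = response of wells given 1 µM PGE2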
Target sequence (P43116 whole entry, looked up): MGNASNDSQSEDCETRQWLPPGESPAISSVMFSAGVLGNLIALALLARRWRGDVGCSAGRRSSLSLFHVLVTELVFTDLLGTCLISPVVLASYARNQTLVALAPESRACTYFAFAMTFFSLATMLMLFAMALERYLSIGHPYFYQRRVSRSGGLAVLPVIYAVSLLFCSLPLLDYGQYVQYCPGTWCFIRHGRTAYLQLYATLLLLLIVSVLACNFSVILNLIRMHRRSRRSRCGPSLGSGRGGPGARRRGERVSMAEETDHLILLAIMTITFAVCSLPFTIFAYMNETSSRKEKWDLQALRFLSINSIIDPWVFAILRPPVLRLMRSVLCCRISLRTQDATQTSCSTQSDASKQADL
EP2 antag: EP2 receptor (human) inhibition; inhibition, % at 25 µM; AID 1422; P43116; C6 glioma cells expressing human EP2, cAMP TR-FRET; cells stimulated with saturating PGE2; actives 0.52% (n = 260,000);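 active = percent inhibition above 40 after rounding to a whole number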;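 note: rat C6 glioma host cells with rolipram phosphodiesterase inhibitor present; the protocol text gives 20 µM as final concentration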
An asterisk follows results filed as active.

SMILES	EP2 mod	EP2 antag
COc1ccc(S(=O)(=O)N(Cc2cc3c(C)ccc(C)c3[nH]c2=O)C2CCCC2)cc1	45	19
O=C(O)c1c[nH]c2c(ccc3[nH]cc(C(=O)O)c(=O)c32)c1=O	15	9
CCCOc1ccc(C2(C)NC(=O)N(C)C2=O)cc1 (centres undefined)	-36	6
COc1ccccc1-n1cccc1CN(Cc1ccc2c(c1)OCO2)CC(C)O (centres undefined)	19	6
O=C(O)c1cc2cc(Cl)ccc2[nH]1	26	10
Cc1ccc(-c2cc(N)c(=O)n(C(C)C(=O)NC3CCCCC3)n2)o1 (centres undefined)	-51	7
Cc1sc(C2C(=O)c3ccccc3C2=O)nc1-c1ccccc1	-126	16
CC(=O)N1CCCc2cc(C(O)CN3CCN(C4CCCCC4)C(=O)C3)ccc21 (centres undefined)	-19	6
CCOc1cc(CN2CCC(C(=O)N3CCCC(C)C3)CC2)ccc1O (centres undefined)	-29	14
Cc1occc1-c1nnc(SCC(=O)Nc2ccccc2)n1CC1CCCO1 (centres undefined)	11	3
CCOC(=O)CSc1nnc2c(n1)[nH]c1ccc(CC)cc12	22	7
CCn1cc(/C=C/c2nc(O)c([N+](=O)[O-])c(=O)[nH]2)c2ccccc21	-20	8
CCOc1ccc(OCC)c(NC(=O)CSc2nc3c(C)c(C)ccc3cc2C#N)c1	1	24
CC(=O)N(C)c1nnc(-c2ccc(F)cc2)s1	-4	8
CN(Cc1ccccc1)CC(O)c1ccc2c(c1)CCCN2S(C)(=O)=O (centres undefined)	-44	12
CCn1c(CNc2nc(-c3ccccc3)cs2)nnc1SCC(=O)NC1CCCC1	-2	12
CCOc1ccc(NC(=O)C(C#N)Cc2cccnc2)cc1 (centres undefined)	-14	23
Cc1cc(N2CCN(CC(O)c3c[nH]c4ccc(F)cc34)CC2)nc(C(C)C)n1 (centres undefined)	-111	17
CN(C)c1ccc(C(=O)N2CCC(Nc3nc4c(c(=O)[nH]3)CCCC4)CC2)cc1	-24	3
CC(C)NC(=O)C1CCN(C(=O)NCc2ccccc2)CC1	-2	4
CN(CC(=O)O)Cc1c(O)c(Cl)cc(Cl)c1Cl	18	10
Cc1nc2c(c(=O)[nH]1)CCN(C(=O)Cc1nc(C)sc1-c1ccccc1)C2	-13	5
CCc1ccc(C2C(C(=O)c3ccco3)=C(O)C(=O)N2CC2CCCO2)cc1 (centres undefined)	30	22
CCCn1c(SCC(=O)Nc2ccccc2C(F)(F)F)nnc1-c1ccncc1	3	13
O=C(Nc1cc(Cl)ccc1O)C1CC(c2ccccc2Cl)=NO1 (centres undefined)	-103	10

Part of the list above, as labelled records.
CC(C)NC(=O)C1CCN(C(=O)NCc2ccccc2)CC1
  EP2 mod: -2
  EP2 antag: 4
CN(CC(=O)O)Cc1c(O)c(Cl)cc(Cl)c1Cl
  EP2 mod: 18
  EP2 antag: 10

Additional compounds:
SMILES	EP2 mod	EP2 antag
NC(=O)c1cc[n+](CC2=C(C(=O)O)N3C(=O)C(NC(=O)C(c4ccccc4)S(=O)(=O)[O-])C3SC2)cc1 (centres undefined)	9	10
CC(C)c1nc(NN)c2c3c(sc2n1)CCCC3	-34	10
COc1cc2[nH]c(=O)c(C(=O)NCc3ccccc3F)c(O)c2cc1OC	11	9
Cc1ccn2cc(-c3cc4cc(Br)ccc4oc3=O)nc2c1	-2	14
O=c1[nH]c(=O)c2cc(S(=O)(=O)NC(c3ccccc3)c3ccccc3)ccc2[nH]1	-18	8
COc1ccc(C(=O)N2CCCC(c3nc(-c4ccc(OC)c(OC)c4)no3)C2)cc1OC (centres undefined)	1	12
Cc1ccccc1NC(=O)CSc1nc(N)cc(N)n1	1	8
COc1ccc2nc(NCN3C(=O)c4ccccc4C3=O)sc2c1	-19	13
COc1ccc(NC(=O)N(CCc2ccccc2)Cc2nc3ccccc3c(=O)[nH]2)cc1	-12	11
COc1cccc(NC(=O)CSc2nc3sc4c(c3c(=O)[nH]2)CCC(C)C4)c1 (centres undefined)	15	10
CCCC(c1nnnn1C(C)(C)C)N1CCN(c2ccccc2OC)CC1 (centres undefined)	-4	16
CN1CCN(CC(=O)Nc2ccc3ccccc3c2)CC1	-54	6
CCOCCn1c(N2CCC(C)CC2)nc2c1c(=O)[nH]c(=O)n2C	4	12
CCc1n(CC(O)COc2ccc(Br)cc2)c2ccccc2[n+]1C (centres undefined)	14	11
COc1ccc2c(c1)OCc1c-2oc2cc(OC)ccc12	0	14
O=C(CN1CCC(O)(c2ccccn2)CC1)Nc1cccc(Cl)c1Cl	-25	11
Cc1ccc2nc(SCC(=O)N3CC(=O)Nc4ccccc43)c(C#N)cc2c1	6	30
CC1(C)Oc2ccc(C(=O)NCCCc3ccc(F)cc3)cc2NC1=O	-94	8
COc1ccc(NC(=O)CSc2nnc3c(C)cc4cc5c(cc4n23)OCCO5)c(OC)c1	-4	7
CC(=O)Nc1ccc(C(=O)CSc2nnc3c(C)cc4c(C)ccc(C)c4n23)cc1	-46	14
Cc1ccc(CN(Cc2cc3c(C)ccc(C)c3[nH]c2=O)Cc2nnnn2C2CCCC2)cc1	39	10
Cc1ccc(S(=O)(=O)N2CCN(C(=O)CNC3CCCCC3C)CC2)cc1 (centres undefined)	-6	6
O=C(Cn1nc2c3ccccc3nc(C3CC3)n2c1=O)NC1CC1	-18	7
O=C(CN1CCC(Nc2nc(C(F)(F)F)cc(=O)[nH]2)CC1)N1CCCc2ccccc21	-81	8
C=CCn1cnc2scc(-c3ccc(OCC)cc3)c2c1=O	10	8

The closing 7 records of the section above come first, to join the parts:
SMILES	EP2 mod	EP2 antag
COc1ccc(NC(=O)CSc2nnc3c(C)cc4cc5c(cc4n23)OCCO5)c(OC)c1	-4	7
CC(=O)Nc1ccc(C(=O)CSc2nnc3c(C)cc4c(C)ccc(C)c4n23)cc1	-46	14
Cc1ccc(CN(Cc2cc3c(C)ccc(C)c3[nH]c2=O)Cc2nnnn2C2CCCC2)cc1	39	10
Cc1ccc(S(=O)(=O)N2CCN(C(=O)CNC3CCCCC3C)CC2)cc1 (centres undefined)	-6	6
O=C(Cn1nc2c3ccccc3nc(C3CC3)n2c1=O)NC1CC1	-18	7
O=C(CN1CCC(Nc2nc(C(F)(F)F)cc(=O)[nH]2)CC1)N1CCCc2ccccc21	-81	8
C=CCn1cnc2scc(-c3ccc(OCC)cc3)c2c1=O	10	8
CCOC(=O)Cc1nnc(NC(=O)COC(=O)c2cc(C)nc3ccccc23)s1	-11	7
CCc1nn(CC(=O)N[C@@H](C)Cn2nc(-c3cccs3)oc2=O)c(=O)c2ccccc12	-26	7
CCc1nnc(NC(=O)CSc2nnc(-c3cccnc3)n2Cc2ccccc2)s1	-10	4
Clc1ccccc1NN(Cc1ccncc1)c1ccccc1Cl	-45	38
COc1ccc(OC)c(Nc2nc(-c3cccc(NC(C)=O)c3)cs2)c1	-40	10
CCC(CC)N1CCN(C2CCCC2)CC1	-10	10
COc1cc(O)c2c(O)c3c(c4c2c1[C@]1(C4)C(C)=CCCC1(C)C)[C@H](O)[C@@]1(O)CC(=O)C(C(N)=O)=C(O)[C@]1(O)C3=O	28	51*
CN(CC(=O)O)Cc1oc(CO)cc(=O)c1O	26	11
CCCCC#Cc1nc(N)c2ncn([C@@H]3O[C@H](C(=O)NCC)[C@@H](O)[C@H]3O)c2n1	16	13
NC(=O)C1CCN(C(=O)C2CC(c3cccc(Br)c3)=NO2)CC1 (centres undefined)	-43	7
COc1ccc(C2=NN(C(N)=O)C(O)(C(F)(F)F)C2)cc1 (centres undefined)	-40	13
O=c1oc(Cl)c(Cl)c2ccccc12	-18	14
O=S(=O)(c1cccc(S(=O)(=O)N2CCOCC2)c1)N1CCCCCC1	-76	9
CC1CCN(c2nc3c(c(=O)[nH]2)CN(Cc2ccc(N(C)C)cc2)CC3)CC1	-29	3
Cc1ncc([N+](=O)[O-])n1CC(=O)O	10	9
O=C(NC1CCCCC1)c1cc(S(=O)(=O)N2CCCCC2)c(Cl)cc1Cl	-17	13
C/C(Cl)=C/Cn1c(NCc2ccco2)nc2c1c(=O)[nH]c(=O)n2C	39	10
COc1ccc2cc(C(c3nnnn3Cc3ccc(F)cc3)N3CCc4ccccc4C3)c(=O)[nH]c2c1 (centres undefined)	-15	10
COC(=O)C1=C(C)NC2=C(C(=O)c3ccccc32)C1c1ccc(O)c(OC)c1 (centres undefined)	-74	12
N=C(N)SCCc1cnc[nH]1	15	9
CN(C)CCN(Cc1cc2cc3c(cc2[nH]c1=O)OCO3)C(=O)Nc1cccc(Cl)c1	3	10
O=C(NCCO)/C(=C/c1cccs1)NC(=O)c1cccs1	-2	15
CCOC(=O)c1sc(NC(=O)c2ccc(C(C)C)cc2)c(C#N)c1C	11	13
O=C(CC1CC2CCC1C2)Nc1nnc(-c2cccnc2)s1 (centres undefined)	-35	6
CCN(CC)CCCNC(=S)N(CCO)Cc1cc2ccc(C)cc2[nH]c1=O	-35	12

Brought forward from above: 6 entries, followed by the next part.
SMILES	EP2 mod	EP2 antag
N=C(N)SCCc1cnc[nH]1	15	9
CN(C)CCN(Cc1cc2cc3c(cc2[nH]c1=O)OCO3)C(=O)Nc1cccc(Cl)c1	3	10
O=C(NCCO)/C(=C/c1cccs1)NC(=O)c1cccs1	-2	15
CCOC(=O)c1sc(NC(=O)c2ccc(C(C)C)cc2)c(C#N)c1C	11	13
O=C(CC1CC2CCC1C2)Nc1nnc(-c2cccnc2)s1 (centres undefined)	-35	6
CCN(CC)CCCNC(=S)N(CCO)Cc1cc2ccc(C)cc2[nH]c1=O	-35	12
CC1CCN(C(=O)CSc2nc(COc3ccccc3)nc3ccccc23)CC1	81*	9
CCSC(N)=Nc1ccc(C(F)(F)F)cc1	19	10
O=C(CSc1nc2cccnc2n1C1CCCCC1)Nc1ccccc1F	33	-1
CC1(C)CC(NS(=O)(=O)c2ccc(C(C)(C)C)cc2)CC(C)(C)N1	-57	6
COC(=O)c1ccc(C2NC(=O)C(=O)/C2=C(\O)c2ccc(OC)c(OC)c2)cc1 (centres undefined)	-34	6
CCn1c(COc2ccc(C)cc2)nnc1SCC(=O)NC1CCCCC1	-2	7
O=C(O)c1ccccc1OP(=O)(O)O	28	11
O=C(Nc1ccc(Cl)cc1)N1CCC(c2nc3ccccc3s2)CC1	-96	8
CC(C(=O)NCCCc1ccc(F)cc1)N1C(=O)NC(C)(C)C1=O (centres undefined)	-30	3
CCCn1c(SCC(=O)Nc2ccc3c(c2)OCO3)nnc1-c1ccccn1	-36	10
COCCNC(=O)Cn1c(-c2cccs2)cc2cccnc21	-17	3
COC(=O)Cc1[nH]nc2c1C(c1ccccc1Cl)C(C#N)=C(N)O2 (centres undefined)	20	21
COc1ccc(NC(=O)CSc2nnc(COc3ccc(C)cc3)n2C)cc1	-63	6
CCC(=O)c1cn(CC(=O)Nc2cccc(OC)c2)c2ccccc12	-20	9
CCc1ccccc1Nc1c2c(nc3ncnn13)CCC2	19	8
COC(=O)c1ccc(C(=O)N2CCCC(c3noc(-c4ccccn4)n3)C2)cc1 (centres undefined)	-9	3
O=C(O)CC1NC(=O)c2ccc(Br)cc21 (centres undefined)	6	9
CCc1ccccc1NC(=O)CSc1nnc2c3c(C)c(C)sc3ncn12	-31	11
CC(C)c1ncc(CN2CCC(O)(c3ccc4c(c3)OCO4)CC2)cn1	-16	3
Cc1ccc(NC(=O)CSc2nnc3n(CC(=O)NC4CCCCC4)c4ccccc4n23)cc1C	-33	15
Cc1sc2ncnc(SCC(=O)Nc3ccccc3-c3ccccc3)c2c1C	84*	5
CCOc1ccc(NC(=S)N(CCO)Cc2cc3c(C)cc(C)cc3[nH]c2=O)cc1	-79	6
Cc1cc(=O)[nH]c(NC2CCN(C(=O)c3ccc4c(c3)OCO4)CC2)n1	-32	6
COc1ccc2[nH]cc(C(=O)N3CCCC3)c(=O)c2c1	6	7
NCC(=O)Nc1ccccc1	28	12
Remaining list, next part.
SMILES	EP2 mod	EP2 antag
COc1ccc(NC(=O)N(Cc2ccc3c(c2)OCO3)Cc2cc3cccc(C)c3[nH]c2=O)cc1	-5	18
C=CCOc1ccccc1NC(=O)c1ccnc2ccc(Cl)cc12	23	2
O=S(=O)(NCCN1CCCC1)c1ccc(S(=O)(=O)N2CCCC2)cc1	-9	28
O=C(Cc1cccs1)NNC(=S)NC(=O)c1cccnc1	16	7
COCCNc1cc(C)nc2c(-c3ccc(F)cc3)c(C)nn12	-19	9
CC1CCCCN1C(=O)CSc1nnc(-c2ccncc2)n1-c1cccc(Cl)c1 (centres undefined)	-10	7
O=C(NC(=S)NCc1ccco1)c1ccco1	-33	15
COc1ccc(NC(=O)N(Cc2cc3cc4c(cc3[nH]c2=O)OCCO4)C2CCCC2)cc1	-63	7
CCCC(c1nnnn1CC1CCCO1)N(Cc1cc2ccc(C)cc2[nH]c1=O)C1CCCCC1 (centres undefined)	15	8
Cc1ccccc1OCC(=O)NCC(=O)OCC(=O)c1cccs1	-33	10
COc1c(Cl)cc(Cl)cc1C1C(C#N)=C(N)Oc2n[nH]c(C(C)(C)C)c21 (centres undefined)	46	13
COc1ccc(C(O)CN2CCC3(CC2)CC(O)c2ccccc2O3)cc1OC (centres undefined)	-12	8
COc1ccc(C)cc1N(C(=O)Cc1cccs1)C(C(=O)NC1CCCC1)c1ccc(C)o1 (centres undefined)	75*	11
COc1cccc(N2CCN(CC(=O)Nc3nnc(-c4ccc(OC)c(OC)c4)s3)CC2)c1	-32	8
CCOCCCNCc1ccc(C)s1	-43	9
CCC(=O)c1cn(CC(=O)Nc2ccccc2F)c2ccccc12	-29	5
N#Cc1c(SCC(=O)Nc2cccc(F)c2)nc2c(c1-c1cccnc1)CCCC2	6	24
CCOc1ccc2[nH]c(C(=O)N(C)C(C)Cc3ccccn3)c(C)c2c1 (centres undefined)	-95	8
O=C(CSc1nc2ccccc2c(=O)n1Cc1ccco1)Nc1ccc(Cl)c(C(F)(F)F)c1	-3	9
Cc1ccc(NC(=O)c2sc3nc(-c4ccncc4)ccc3c2N)cc1	-26	18
COc1ccc(NC(=O)Cn2nc(-c3ccco3)cc(N)c2=O)cc1Cl	-40	11

Compound activity (PubChem)

Only part of the results is shown; count on the stated rates, not on these rows.
